TGFb inhibitor = blocks TGF-b signaling; HepG2 CAGA-GFP TGF-b/SMAD3 reporter, GFP fluorescence, 18 h; TGF-beta stimulated, 500 pg/mL final; Potency, µM (top dose mostly 46.1 µM), for inactives: top-dose activity, negative = inhibition, usual class: inhibitors; 410,000 tested, 1.2% active; AID 588855; also: potency is read from the fitted curve at half-maximal effect; % is scaled to controls: 0 for no effect and ±100 for the full control effect; nearly all actives have a fitted effect of over 65% in size
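Inhibition of TGF-beta-driven CAGA-GFP reporter expression in HEPG2 cells is measured by cellular GFP fluorescence after 18 h stimulation with 500 pg/mL recombinant TGF-beta in 1% FBS medium at 37 degrees C.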
HepG2 viability = counter-screen for TGF-b inhibitors: cytotoxicity in HepG2 cells; 410,000 tested, 0.76% active; HepG2 CAGA-GFP viability, ATP luminescence, 18 h; Potency, µM (series often up to 46.1 µM), inactives show at the highest dose activity change, negative = cytotoxicity, usual class: cytotoxic; AID 588856; also: potency is read from the fitted curve at half-maximal effect; some results filed as inactive show a strong effect at the top dose
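HepG2 CAGA-GFP cells (1000/well, DMEM with 1% FBS) received compound, then TGF-beta at 500 pg/mL final, and were incubated 18 hours at 37 degrees C. Viability was read by CellTiter-Glo luminescence. Media-only wells were set as complete cell-killing and DMSO as no toxicity.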
Akt phos inh = inhibitors of Akt phosphorylation; Neuro2A IGF-stimulated pAkt S473 HTRF, 20 min; stronger effect = lower value; activity change, % for hits at 50 µM; 360,000 tested, 0.32% active; AID 651550; in the data active = activity change below about -80%; inconclusive = mostly about -51% to -80%; also: % is scaled to controls: 0 for no effect and ±100 for the full control effect
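Neuro2A cells in DMEM with 0.5% FBS, overnight at 37 deg C, given compound at single 50 µM final, then IGF (6 nM final) for 20 min at 37 deg C. Lysed; phospho-Akt Ser473 by HTRF after 24 h, 665/615 ratio.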
Nrf2 block = blocks Nrf2 signaling; A549 ARE-Fluc reporter, luciferase luminescence, 18-24 h; Potency, µM (series often up to 46 µM), for the others: top-dose activity change, negative = inhibition, most hits filed as inhibitors; 360,000 tested, 2.1% active; also: potency is read from the fitted curve at half-maximal effect; % is scaled to controls: 0 for no effect and ±100 for the full control effect; nearly all actives have a fitted effect of over 60% in size
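Reporter: ARE-Fluc in A549. Exposure: 18-24 h, 37 °C, 5% CO2, 5% FBS OPTI-MEM. Readouts: fluorescent cytotoxicity (CellTiter-Fluor), then luminescent Nrf2 signal after BugLite.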
CCT modulator = cytosolic chaperonin activity modulation | purified chaperonin ATPase assay, HTRF ADP detection, 30 min | activity change, % (no concentration beside the values), hits read low | 360,000 tested, 0.3% active | AID 651819; in the data active = activity change below about -30%; also: % is scaled to controls: 0 for no effect and ±100 for the full control effect
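Enzyme 40 or 20 nM (batch-dependent) in Tris pH 7.4/KCl/MgCl2/DTT; cpd 76 uM single point; ATP 10 uM; 30 min 37 °C; Transcreener ADP HTRF detection, 30 min RT; ratio 665/615.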
A549 viability = kills or reduces viability of A549 cells in Nrf2 counter-screen | A549 ARE-Fluc cells, CellTiter-Fluor viability, 18-24 h | Potency, µM (doses to about 46 µM), for the others: at the highest dose activity change, negative = cytotoxicity, hits mostly inhibitors | 390,000 tested, 0.16% active | AID 504648; also: potency is read from the fitted curve at half-maximal effect; % is scaled to controls: 0 for no effect and ±100 for the full control effect
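Cytotoxicity counterscreen: CellTiter-Fluor fluorescence was measured in A549 ARE_Fluc cells after 18-24 h of compound exposure in a concentration series. The subsequent BugLite luminescent read reports ARE-luciferase activity.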
S2 tox = reduces viability in counter-screen for ATXN expression inhibitors; S2 cells (HEK-293 line with an ATXN2-luciferase reporter) viability, CellTiter-Fluor protease fluorescence, 24 h; Potency, µM (doses to about 56.7 µM), usual class: cytotoxic; 400,000 tested, 0.49% active; also: potency is read from the fitted curve at half-maximal effect; nearly all actives have a fitted effect of over 40% in size
Nrf2 ARE act = activates Nrf2 signaling; AREc32 ARE-luciferase reporter (MCF7-derived line), luminescence, 24 h; Potency, µM (titrated, usually from 46.1 µM), without a hit: top-dose activation, usual class: activators; 410,000 tested, 0.31% active; also: potency is read from the fitted curve at half-maximal effect; % of control where 0% means no effect; nearly all actives have a fitted effect of over 65% in size
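Nrf2 activation is followed as ARE-luciferase induction in the AREc32 line after one day of compound treatment; luminescence is read with Steady-Glo.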
Mm-Cpn inhibitor = blocks the Methanococcus maripaludis chaperonin Mm-Cpn | purified Mm-Cpn ATPase, ADP Transcreener TR-FRET | Potency, µM (titrated, usually from 76.9 µM), for inactives: at the top dose activity, negative = inhibition, usual class: inhibitors | 330,000 tested, 0.031% active; also: potency is read from the fitted curve at half-maximal effect; % is scaled to controls: 0 for no effect and ±100 for the full control effect; nearly all actives have a fitted effect of over 80% in size
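Eu-cryptate anti-ADP/ADP-d2 competition gives a ratio inversely related to ADP. Enzyme at 25 nM was pre-exposed to compound for 10 min, then given 10 uM ATP for 30 min, 37°C throughout.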
An asterisk follows results filed as active; i = inactive; ? = inconclusive; . = not tested or not shown; & = joins results of further samples; [ ] = another dose, or the depositor's remark. Unless noted, calls follow the shape of the dose curve; as a rule, active = well fitted curve in the direction sought with a large enough effect; inconclusive = small, poorly fitted or top-dose-only effect, or another doubt; inactive = no such curve, though single readings can be large; an effect the other way counts as inactive or inconclusive.

SMILES | TGFb inhibitor | HepG2 viability | Akt phos inh | Nrf2 block | CCT modulator | A549 viability | S2 tox | Nrf2 ARE act | Mm-Cpn inhibitor
N#C/C=C/N1CCN(C(=O)c2ccco2)CC1 | 24.1% | 0.8% | i | 2.6% | 0.4 | 6.8% | i | -0.3% | 0.0%
NC(=O)[C@H]1CC2(CC(c3cccc(NC(=O)CC(c4ccccc4)c4ccccc4)c3)=NO2)CN1C(=O)C(c1ccccc1)c1ccccc1 (stereo partly specified) | ? | -8.7% | i | -29.2% | -1.2 | -9.4% | ? | -0.7% | -5.2%
O=C1C(c2cc(=O)c3ccccc3[nH]2)=C(O)c2ccccc21 | -15.7% | -26.6% | i | ? | -2.1 | -16.4% | i | ? | -1.2%
COC(=O)COc1ccc(S(=O)(=O)Nc2ccc3c(c2)OCCO3)cc1C | -14.8% | -10.7% | i | 3.6% | -0.4 | 7.7% | i | -0.4%[9.22 µM] | 1.6%
C=CCN1C(=O)SC(Cc2cccc(OC)c2O)C1=O (stereo unspecified) | 9.9% | 3.4% | i | 9.8% | 1.4 | 6.6% | i | 0.2% | -1.4%
CSc1ncccc1C(=O)N1CCN(S(=O)(=O)c2ccccc2)CC1 | 3.7% | -4.4% | i | -3.4% | -1.9 | -0.3% | i | -0.5% | 0.4%
Cc1ccc(S(=O)(=O)N2CCCCC2)cc1NC(=O)c1cccnc1 | -0.3% | 0.2% | i | -18.5% | -2.2 | -0.3% | i | -0.6% | -0.7%
CCc1ccc2oc(C(=O)NCc3ccc(S(N)(=O)=O)cc3)c(C)c2c1 | -2.3% | 4.3% | i | 5.5% | 1.0 | 2.0% | i | 0.2% | -11.7%
Cc1cc(C(=O)NNC(=O)c2ccc(NC(=O)CC#N)cc2)c(C)o1 | 4.5% | 5.2% | i | 0.0% | -1.0 | -2.9% | i | -0.7% | -0.7%
Cc1ccc(-n2nc(C(=O)NC(C)C)c(=O)n(C)c2=O)cc1 | 5.5% | -0.7% | . | . | . | 0.1% | i | -1.5% | .
CCC(C)NC(=O)c1ccccc1NC(=O)c1ccccc1N(C)S(C)(=O)=O (stereo unspecified) | -2.6% | 3.9% | i | -4.5% | 1.2 | 4.7% | i | -0.2% | -3.2%
NC(=S)Cc1ccc(Cl)cc1Cl | 3.3% | 2.6% | i | ? | -2.3 | 0.3% | i | -0.4% | -1.1%
O=C(CCCSc1ccc(Cl)cc1)Nc1ccccc1O | ? | -29.6% | i | 2.1% | -0.6 | 2.2% | i | 14.1µM* | 1.1%
CCOC(=O)C1=C(C)NC(C)=C(C(=O)OCC)C1C(=O)OCC(=O)NCc1ccccc1OC | 19.8% | 0.1% | i | -12.7% | -0.2 | -17.1% | i | 3.1% | 3.6%
CC(C)C(NC(=O)CN1C(=O)c2ccccc2S1(=O)=O)C(C)C | ? | 13.2% | i | 10.5% | -1.9 | -2.1% | i | -0.9% | 1.7%
CCOC1=C2[C@H](c3cccs3)N(S(=O)(=O)c3ccc(C)cc3)C[C@H]2n2c(=O)n(-c3ccccc3)c(=O)n2C1 | -26.0% | -10.1% | i | . | 1.1 | . | i | -0.6% | .
Oc1ccccc1/C=N/Nc1ccccc1 | ? | -38.4% | i | ? | -2.5 | 8.8% | i | 14.9% | 1.3%
C=CCN(C(=O)c1csnn1)C(C(=O)NC1CCCC1)c1ccc(F)cc1 (stereo unspecified) | -5.8% | -22.4% | i | 0.7% | -0.8 | -7.9% | i | -0.8% | 1.4%
Nc1ccn([C@@H]2O[C@H](CNCc3cc(Br)ccc3OCc3ccccc3)[C@@H](O)[C@H]2O)c(=O)n1 | -16.4% | -31.9% | i | . | -1.0 | . | i | -0.4% | .
CC1Cc2ccccc2N1C(=O)CN1CCC(n2nnc3cc(C(F)(F)F)ccc32)CC1 (stereo unspecified) | 18.2% | -28.0% | i | 16.4µM* | -1.9 | ? | ? | 3.9% | -0.6%
c1ccc(-c2nc(NC3CC3)nc(-n3ccnc3)n2)cc1 | -14.9% | -44.6% | i | ? | -1.2 | -0.1% | i | -0.7% | -0.6%
CCOC(=O)c1c(NC(=O)CCNCc2ccco2)sc2c1CCC2 | -3.5% | -36.8% | i | 9.9% | -2.5 | -2.4% | i | 3.8% | 1.0%
O=S(=O)(NCC(c1cccnc1)N1CCN(c2ccccc2)CC1)c1cccs1 (stereo unspecified) | 0.3% | -1.3% | i | -13.5% | -0.9 | 0.6% | i | -0.3% | -2.3%
COc1nc(N)nc2nc[nH]c12 | 10.0% | 7.1% | i | 10.5% | -0.3 | -1.9% | i | -0.9% | 2.7%

Nrf2 ARE act, what is marked active above.
| structure | TGFb inhibitor | Akt phos inh | CCT modulator | Nrf2 ARE act | Mm-Cpn inhibitor |
| --- | --- | --- | --- | --- | --- |
| O=C(CCCSc1ccc(Cl)cc1)Nc1ccccc1O | ? | i | -0.6 | 14.1µM* | 1.1% |

(further entries)
SMILES | TGFb inhibitor | HepG2 viability | Akt phos inh | Nrf2 block | CCT modulator | A549 viability | S2 tox | Nrf2 ARE act | Mm-Cpn inhibitor
CC1CC(OCC(O)CN2CCCCC2C)CC(C)(C)C1 (stereo unspecified) | -14.2% | -10.5% | i | 1.9% | -3.4 | -9.5% | i | 0.1% | 2.4%
N#Cc1c[nH]n2c(=O)cc(Cc3ccccc3)nc12 | -0.8% | 2.9% | . | -1.9% | -0.6 | -3.1% | i | -0.6% | 0.4%
CCC1CCCCN1C(=O)CSc1nc2c(c(=O)n1C)SC(C)C2 (stereo unspecified) | 4.8% | -2.3% | i | ? | -0.2 | ? | i | -0.2% | 0.4%
COc1ccc(N2CCN(c3csc4ccc(Cl)cc4c3=O)CC2)cc1 | -16.4% | -6.2% | . | . | . | -16.0% | i | 0.3% | .
CCCCn1cc(S(=O)(=O)c2ccccc2)c(=O)c2cc(C)ccc21 | 17.6% | -1.0% | i | 5.0% | -1.1 | ? | i | -1.2% | -0.3%
COc1ccc(Cl)cc1C(=O)OCC(=O)N(C)CC(=O)Nc1ccc(F)cc1 | 0.0% | -2.7% | i | 11.5% | -0.9 | -2.0% | i | -0.5% | 3.7%
COc1ccc(-n2c(/C=C/c3cccc(C(F)(F)F)c3)nc3ccccc3c2=O)cc1Cl | -16.9% | -15.4% | . | . | . | -0.1% | . | 0.3% | .
O=C(COc1ccc2c(c1)OCO2)Nc1cccc(F)c1 | -1.5% | 3.7% | i | ? | 0.4 | 2.8% | i | -0.2% | -1.7%
Cc1[nH]n2c(=O)c3c(nc2c1-c1ccc(Cl)cc1)CCC3 | -8.9% | -24.4% | i | ? | -7.3 | -16.7% | i | 2.5% | 2.1%
Cn1c(=O)[nH]c(=O)c2c1nc1n2CCN1Cc1ccccc1 | -7.7% | 2.5% | i | -7.9% | -2.5 | -1.7% | i | -0.4% | -3.9%
Cc1cc(NC(=O)c2ccccc2)no1 | 36.8%[activator] | 44.2% | i | ? | 0.0 | 4.7% | i | 0.8% | -0.1%
CN(C(=O)COC(=O)c1cc2c(s1)CCCCC2)c1ccccc1 | -6.1% | -6.2% | i | 3.9% | 0.7 | 9.7% | i | -0.6% | -1.5%
CC1Cc2cccc3c(O)c(C(=O)c4nn[nH]n4)c(=O)n1c23 (stereo unspecified) | 16.3% | 6.8% | i | 1.2% | 0.3 | 3.4% | i | -0.2% | -1.6%
O=[N+]([O-])c1ccc(-n2cnc3ccccc32)c([N+](=O)[O-])c1 | ? | -52.7% | i | 12.1% | -2.4 | -0.2% | ? | 0.6% | 1.5%
Cc1ccc2nc(C(C)(C)C)c(Cc3ccsc3)n2c1 | ? | -43.3% | i | . | 0.1 | . | ? | 7.9% | .
CC(C)NC(=O)N1Cc2cc(C(=O)NC3CCCC3)nc(-c3cccc(-c4cccnc4)c3)c2[C@@H]1CCO | . | . | i | . | 0.3 | . | i | -0.9% | .
O=S(=O)(NCc1ccccc1)c1cnc[nH]1 | 16.6% | -10.6% | i | . | 0.6 | 6.6% | i | 0.1% | -1.5%
Oc1ccccc1C1=NOC(O)(C(F)F)C1 (stereo unspecified) | -6.4% | -6.7% | i | -6.1% | -1.7 | -6.6% | i | -0.2% | -0.1%
O=C(CCc1ccccc1)N=C1SC2CS(=O)(=O)CC2N1c1cccc(F)c1 (stereo unspecified) | 1.0% | -0.3% | i | 6.7% | -0.5 | 1.2% | i | -0.1% | 0.3%
COc1ccc(-n2c(SCC(=O)C(C)(C)C)nc3ccsc3c2=O)cc1 | 53.0%[activator] | 4.3% | i | -15.4% | -7.4 | -14.8% | i | 0.4% | -9.6%
Nc1c(Cl)ncnc1NCCO | -2.5% | 3.5% | i | 5.3% | 0.1 | -0.7% | i | -0.2% | -0.1%&-4.8%
C/C(=N\NC(=O)c1c(Cl)c(C)nn1C)c1cccc(NC(=O)C2CCCC2)c1 | 16.6% | 0.3% | i | -23.4% | -4.4 | -0.3% | i | -0.5% | 0.7%
O=C1CC(c2ccco2)Cc2c1cnn2-c1nc2ccccc2s1 (stereo unspecified) | 2.0% | 12.8% | i | -0.2% | 0.7 | -10.6% | i | -0.2% | -3.8%
Cc1ccc(CSc2ncnc3c2cnn3-c2ccc(C)cc2)cc1 | -5.0% | -8.0% | i | 8.3% | -3.6 | -2.6% | i | 2.2% | -2.2%
CCn1c(SCC(=O)Nc2ccc(OC)c(OC)c2)nc2c(c1=O)SCC2 | -13.3% | -4.7% | i | -11.6% | -1.9 | -1.3% | i | -0.3% | -8.8%
O=C(CSc1nnc(-c2cccs2)n1-c1ccccc1)Nc1ccccc1 | 12.4% | -19.0% | -92.0%* | -11.7% | -2.6 | -0.5% | ? | -0.7% | -3.6%

High-throughput results deposited in PubChem by National Center for Advancing Translational Sciences (NCATS).
